Bioassay records deposited in PubChem BioAssay by several laboratories.
CHT allo act: allosteric activators of human choline transporter CHT | Q9GZV3 | 0.49% of 310,000 active | B-score at 10 µM | AID 488977 | CHT-expressing cells, membrane potential dye, choline EC20; hits give high values; LV-AA mutant CHT in HEK293 cells;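 active = initial fluorescence not abnormally high and integrated response B-score, plate-corrected, over 3 SD above library mean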
Target sequence (Q9GZV3 whole entry, looked up): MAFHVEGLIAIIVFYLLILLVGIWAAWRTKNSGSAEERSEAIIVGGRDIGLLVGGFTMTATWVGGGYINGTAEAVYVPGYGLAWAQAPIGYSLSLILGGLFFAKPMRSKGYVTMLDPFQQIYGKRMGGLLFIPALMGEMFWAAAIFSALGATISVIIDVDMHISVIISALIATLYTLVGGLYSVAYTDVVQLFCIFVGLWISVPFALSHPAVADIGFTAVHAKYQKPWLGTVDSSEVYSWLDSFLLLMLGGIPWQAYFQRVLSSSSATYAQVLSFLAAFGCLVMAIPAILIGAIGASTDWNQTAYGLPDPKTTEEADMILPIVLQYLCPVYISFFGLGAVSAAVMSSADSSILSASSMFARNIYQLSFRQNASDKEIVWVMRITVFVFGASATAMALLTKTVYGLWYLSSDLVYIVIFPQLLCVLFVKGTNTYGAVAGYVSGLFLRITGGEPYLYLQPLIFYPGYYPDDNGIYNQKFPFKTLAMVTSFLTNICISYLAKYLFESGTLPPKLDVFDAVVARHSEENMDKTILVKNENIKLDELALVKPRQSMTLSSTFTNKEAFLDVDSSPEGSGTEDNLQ
STK33 kinase inh: human STK33 kinase inhibition; purified STK33, MBP phosphorylation, ADP-Glo luminescence; inhibition, % at 10 µM; 0.073% of 320,000 active; AID 2661;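 active = inhibition at or above 25%, using the most active replicate where run in duplicate; inactive = inhibition below 25%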
Target sequence (Q9BYT3 whole entry, looked up): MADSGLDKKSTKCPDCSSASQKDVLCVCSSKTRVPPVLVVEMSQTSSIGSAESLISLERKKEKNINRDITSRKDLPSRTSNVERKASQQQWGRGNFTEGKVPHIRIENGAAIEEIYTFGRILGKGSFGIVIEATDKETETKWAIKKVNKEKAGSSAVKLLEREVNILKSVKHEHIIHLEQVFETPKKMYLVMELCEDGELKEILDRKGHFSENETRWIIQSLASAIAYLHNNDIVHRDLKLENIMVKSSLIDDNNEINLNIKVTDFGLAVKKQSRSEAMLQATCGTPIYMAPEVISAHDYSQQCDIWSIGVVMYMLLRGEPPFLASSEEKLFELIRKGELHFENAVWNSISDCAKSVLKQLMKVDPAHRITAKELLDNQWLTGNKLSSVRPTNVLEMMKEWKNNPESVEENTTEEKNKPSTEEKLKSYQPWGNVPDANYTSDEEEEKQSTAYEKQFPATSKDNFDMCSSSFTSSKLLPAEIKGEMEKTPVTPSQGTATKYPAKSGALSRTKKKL
CHT inh: inhibits the human high affinity choline transporter; Q9GZV3; B-score at 10 µM; CHT-expressing cells, membrane potential dye, choline response; hits give low values; 0.86% of 310,000 active;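 active = B-score over 3 SD under the library average, and starting fluorescence ratio not unusually high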;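 also: choline stimulus applied at its EC90 after an EC20 pre-addition; B-score computed on integrated fluorescence ratio after choline addition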
The depositor's hits bear a star; i = inactive; nt = not tested or not shown.

SMILES | CHT allo act | STK33 kinase inh | CHT inh
COc1cccc(CNC(=O)N[C@@H](CC(C)C)C(=O)O)c1 | i | 1.0 | i
CC(C)C(=O)Nc1nc2cc3c(cc2s1)OCCO3 | i | -2.0 | i
O=C(CN1CCN(C/C=C/c2ccccc2)CC1)Nc1ccccc1C(=O)NC1CC1 | i | -0.5 | i
CCn1nc(C)cc1C(=O)OCC(=O)c1ccc(Cl)cc1 | i | 0.2 | i
COc1ccc(CCC(C)NCc2cccc(Br)c2)cc1 (stereo not given) | i | -0.3 | i
Cc1ccc(CNC(=O)CC2(CC3=NS(=O)(=O)c4ccccc4N3)CCCC2)cc1 | i | -0.6 | i
Cc1ccccc1OCCNC(=O)c1ccco1 | i | 0.6 | i
CC(OC(=O)/C=C/c1cccc(Cl)c1)C(=O)NC1CCCCC1C (stereo not given) | i | -1.4 | i
Cc1c(C(=O)O)cccc1-n1c(C)cc(/C=N/Nc2ccc([N+](=O)[O-])cn2)c1C | i | 9.5 | i
COc1ccc(N2CCN(CCCNC(=O)C3(S(=O)(=O)c4ccc(Cl)cc4)CC3)CC2)cc1 | i | 0.4 | i
COc1ccc(-c2n(Cc3ccccc3)c3ccccc3[n+]2Cc2ccccc2)cc1 | i | -1.3 | i
COc1cc2ccccc2cc1C(=O)N(CCN(C)C)c1nc2ccc(C)cc2s1 | i | 0.5 | i
Cc1nn(Cc2ccccc2)c(C)c1C(=O)Nc1ccc(N2CCOCC2)cc1 | i | -2.0 | i
Cc1cccc(C(=O)NCc2ccco2)c1 | i | -0.6 | i
Nc1c(C(=O)N/N=C/c2cccnc2)oc2nc(-c3ccccc3)cc(-c3ccco3)c12 | i | -0.3 | i
COc1ccccc1N1CC(C)(C)C(=O)N(C(=O)c2ccc(C)cc2)C1=S | i | -2.4 | i
C=CCn1c(C)nnc1SCC(=O)c1[nH]c(C)c(C(C)=O)c1C | i | -1.4 | i
Cc1cccc(NC(=O)/C(C#N)=C\c2ccc(C(=O)O)cc2)c1 | i | -1.5 | -6.6*
CN(C(=O)COC(=O)/C=C/c1ccc2c(c1)OCO2)c1c(N)n(Cc2ccccc2)c(=O)[nH]c1=O | i | 4.1 | i
COc1ccc(-c2noc(CCC(=O)NCc3cc(Br)ccc3OC)n2)cc1 | i | -2.2 | i
O=C(Nc1ccccn1)c1ccc(-c2ccccc2)cc1 | i | 3.0 | i
CC1=C(C#N)C(NC(=O)c2ccc(C)cc2)(C(F)(F)F)C(=O)N1 (stereo not given) | i | -0.1 | i
COc1ccc(NC(=O)Nc2c(C)n(C)n(-c3ccccc3)c2=O)c(OC)c1 | i | -0.3 | i
CCc1ccc(NC(=S)N2CCCCCCC2)cc1 | i | -1.1 | i
O=C(COC(=O)C1=COCCO1)Nc1cccc(Oc2ccccc2)c1 | i | 0.3 | i
CC[C@H](C)[C@@H](CN[C@H](CCCCNC)CNC)NCC1CCCC1 | i | -1.7 | i
COc1ccccc1N1CCN(/N=C(\C)c2ccccc2O)CC1 | i | -0.9 | i
Cc1cc(C)c(S(=O)(=O)NCc2cn3c(C)csc3n2)cc1C | i | 0.0 | i
COC(=O)C(Cc1c[nH]c2ccccc12)NC(=O)CNC(C)=O (stereo not given) | i | -1.7 | i
O=c1cc(CSc2nnnn2-c2ccccc2)nc2scc(-c3ccccc3)n12 | i | -0.8 | i
Cc1ccc(-c2nc3c(=O)n(-c4ccccc4)c4c(c(=O)n(C)c(=O)n4C)c3o2)cc1 | i | 0.2 | i
Cc1cc(C)nc(SC(C(=O)O)c2ccccc2)n1 (stereo not given) | i | -1.6 | i
COc1ccc(N2CCN(C(=O)CCS(=O)(=O)c3ccc(C)cc3)CC2)cc1 | i | -1.8 | i
Cc1ccccc1NC(=O)C[n+]1cc(-c2ccccc2)n2c1CCC2 | i | -0.8 | i
O/N=C1\CCCc2nnc3c(c21)CCCC3 | i | -1.5 | i
COc1ccc(C(=O)CSc2nc3c(c(=O)n(C)c(=O)n3C)n2C)cc1 | i | -0.6 | i
CCN1C(=O)[C@H]2[C@@H](c3ccc(C)cc3)N3C(=O)N(c4cccc(Br)c4)C(=O)[C@@]3(CC)[C@H]2C1=O | i | -0.4 | i
CC(C)(C)C1CCc2c(sc3nc(SCC(=O)O)nc(N)c23)C1 (stereo not given) | i | -1.7 | i
CCN(c1ccccc1)S(=O)(=O)c1cc(NC(=O)Nc2ccccc2C#N)ccc1Cl | i | 1.1 | i
COC(=O)NNC(=O)C12CC3CC(CC(C3)C1)C2 | i | -0.8 | i

Profiles as entered above. Screens in order: CHT allo act, STK33 kinase inh, CHT inh
CC(C)(C)C1CCc2c(sc3nc(SCC(=O)O)nc(N)c23)C1 (stereo not given) in the list: i, -1.7, i
Cc1nn(Cc2ccccc2)c(C)c1C(=O)Nc1ccc(N2CCOCC2)cc1 in the list: i, -2.0, i
C=CCn1c(C)nnc1SCC(=O)c1[nH]c(C)c(C(C)=O)c1C in the list: i, -1.4, i
O=C(CN1CCN(C/C=C/c2ccccc2)CC1)Nc1ccccc1C(=O)NC1CC1 in the list: i, -0.5, i
CCN(c1ccccc1)S(=O)(=O)c1cc(NC(=O)Nc2ccccc2C#N)ccc1Cl in the list: i, 1.1, i

(listing goes on)
SMILES | CHT allo act | STK33 kinase inh | CHT inh
O=C1CSC(=S)N1c1cccc(Br)c1 | i | -1.4 | i
O=C(Nc1cccnc1)c1ccc(N2CCOCC2)c([N+](=O)[O-])c1 | i | 1.1 | i
COc1ccc(N2C(=O)CSC23C(=O)N(CC(=O)NC2CCCC2)c2ccccc23)cc1 (stereo not given) | i | -0.4 | i
Cc1cccc(C)c1NC(=O)CSc1nnc([C@@H]2CCCN2C(=O)OC(C)(C)C)o1 | i | -0.6 | i
CCCc1cc(=O)oc2cc(OCC(=O)NCCc3c[nH]c4ccc(OC)cc34)ccc12 | i | -1.7 | i
COc1ccccc1CNS(=O)(=O)c1ccc2c(c1)NC(=O)CS2 | i | -3.5 | i
O=C(Cn1nnc(-c2ccccc2)n1)N/N=C/c1cccc([N+](=O)[O-])c1O | i | 0.2 | i
O=C(Cn1cnc2c(cnn2-c2ccccc2)c1=O)N1CCN(c2ccc(F)cc2)CC1 | i | 0.4 | i
C=CCNC(=O)c1onc(CSc2ccc(C)c(C)c2)c1C(=O)O | i | 0.5 | i
CN(CC/C=C1/c2ccccc2CSc2ccccc21)CCCO | i | 0.2 | i
Cc1ccc(S(=O)(=O)N2CCN(C(=O)CN3C(=O)c4ccc([N+](=O)[O-])cc4C3=O)CC2)c(C)c1 | i | -0.4 | i
O=C(CSc1ccc(-c2cccs2)nn1)NCc1ccccc1Cl | i | nt | i
O=C(O)c1ccccc1C(=O)NC1CCCCNC1=O (stereo not given) | i | -0.3 | i
CC1CCc2nn(CC(=O)NCCCN3CCCCC3)cc2C1 (stereo not given) | i | -1.1 | i
Cc1ccccc1CN(C)Cc1cc(=O)oc2c(C)c(C)ccc12 | i | 0.3 | i
CCc1sc(N(C(=O)Cc2ccccc2)c2ccccc2F)nc1-c1ccc(C)cc1 | i | -0.1 | i
CCc1nnc(NC(=O)COC(=O)CN2C(=O)c3ccccc3C2=O)s1 | i | -2.2 | i
CCn1cc(/C=C/C(=O)Nc2ccc(C)cc2Br)cn1 | i | -0.9 | i
Cc1cc(O)c(C(C)C)cc1N=C1CSC(=O)N1 | i | -1.9 | i
CCN=C1NN=C(c2c[nH]c3ccccc23)CS1 | i | 0.8 | i
CC1CCN(C(=S)NC(=O)c2ccccc2Br)CC1 | i | -0.4 | i
CC(=O)NC(C(=O)c1ccccc1)N1CCCCC1 (stereo not given) | i | 3.4 | i
O=C(O)CCCSc1nccn1-c1ccccc1 | i | 0.1 | i
Cc1ccc(CN2CCN(Cc3cccc(OCCO)c3)CC2CCO)o1 (stereo not given) | i | -0.5 | i
CN1CCN(S(=O)(=O)c2ccc(Br)c3ccccc23)CC1 | i | 0.2 | i
CC1CC1C(=O)Nc1nc(-c2ccc(Cl)s2)cs1 (stereo not given) | i | 0.1 | i
COc1ccc(N2CCN(C(=O)c3cn(C)c4ccc(S(=O)(=O)N5CCOCC5)cc4c3=O)CC2)cc1 | i | -1.0 | i
O=C(Nc1nnc(SCc2c(Cl)cccc2Cl)s1)c1cccc([N+](=O)[O-])c1 | i | -3.4 | i
Oc1ccccc1-c1nnc2n1CCCCC2 | i | -0.1 | i
CS(=O)(=O)N(CCc1ccccc1)CC(=O)NCc1ccco1 | i | 2.0 | i
COCCSc1ccccc1C(=O)NCCc1ccccc1 | i | -0.6 | i
CCOC(=O)CN1C(=N)N(c2nc(NC(C)C)nc(NC(C)C)n2)CC1=O | i | -1.3 | i
O=C(CN1CCN(Cc2cccc(F)c2)CC1)Nc1ccccc1F | i | -1.0 | i
O=C(N/N=C/c1cc2c(cc1Br)OCO2)C1COc2ccccc2O1 (stereo not given) | i | -0.1 | i
Cc1ccccc1-n1c(O)cc(=O)[nH]c1=S | i | 0.2 | i
Cc1nc2ccccc2c(C)c1CC(=O)OC(C)C(=O)NC1(C#N)CCCCC1 (stereo not given) | i | 0.5 | i
COc1ccc(C)cc1NC(=O)c1ccc(NS(=O)(=O)c2cccs2)cc1 | i | -0.2 | i
O=C(Nc1ccc2c(c1)OCO2)[C@@H]1[C@@H]2C(=O)N(C3CCCCC3)C(=O)[C@@H]2C2c3ccccc3C=CN21 (stereo not given in full) | i | -0.8 | i
O=C(CCn1c(=O)sc2ccccc21)NC1=NCCS1 | i | -1.3 | i
O=C(CSC(=S)N1CCOCC1)Nc1nc(-c2ccccc2)c(-c2ccccc2)o1 | i | -0.6 | i

Rewritten with tabs: four of the compounds above.
Molecule	CHT allo act	STK33 kinase inh	CHT inh
O=C(O)CCCSc1nccn1-c1ccccc1	i	0.1	i
Cc1ccc(CN2CCN(Cc3cccc(OCCO)c3)CC2CCO)o1 (stereo not given)	i	-0.5	i
CN1CCN(S(=O)(=O)c2ccc(Br)c3ccccc23)CC1	i	0.2	i
CC1CC1C(=O)Nc1nc(-c2ccc(Cl)s2)cs1 (stereo not given)	i	0.1	i

Continued.
SMILES | CHT allo act | STK33 kinase inh | CHT inh
CCOC(=O)C1=C(COc2ccccc2)NC(=O)NC1c1ccc2ccccc2c1 (stereo not given) | i | 0.1 | i
CC(C)COC(=O)N1CC(O)CC1C(=O)O (stereo not given) | i | 0.2 | i
CCCN1CC=C2C(C#N)=C(N)C(C#N)(C#N)C(c3cccc(OC)c3OC)C2C1 (stereo not given) | i | 0.7 | i
Cc1ccccc1C(=O)NC1CCSC1=O (stereo not given) | i | -1.4 | i
CCc1ccccc1NC(=O)Cn1nnc(-c2cccs2)n1 | i | 0.8 | i
O=C(O)C1CCCCC1C(=O)NCc1ccncc1 (stereo not given) | i | -1.4 | i
CCCn1c(=O)c2c(c3ccccc31)OCC(=O)N2 | i | -1.7 | i
COc1cccc(N2CCN(CC(=O)Nc3ccc(-n4cnnn4)cc3)CC2)c1 | i | -1.5 | i
O=C(CCc1nc2ccccc2c(=O)[nH]1)OCC(=O)c1ccc(C2CCCCC2)cc1 | i | -2.0 | i
CC(C)c1cccc(C(C)C)c1NC(=O)CCl | i | -0.1 | i
C=CCn1c(SCC(=O)Nc2ccc(C)cc2C)nnc1-c1cccnc1 | i | -1.8 | i
COc1ccc(N2CCN(C(=O)CCNS(=O)(=O)c3ccc4c(c3)CCC(=O)N4)CC2)cc1 | i | 0.2 | i
CCOC(=O)C1=C(C)n2c(s/c(=C3\C(=O)Nc4ccccc43)c2=O)=NC1c1ccc(OC)cc1 (stereo not given) | i | -0.2 | i
Cn1nc(C(F)(F)F)c(/C=N/OC(=O)c2ccccc2)c1Sc1ccc(Cl)cc1 | i | -1.6 | i
CCn1c(C(=O)N2CCCC(C(=O)NCCc3ccc(C)cc3)C2)cc2sccc21 (stereo not given) | i | 1.4 | i
Cc1cccc(C)c1NC(=O)NC1(C(=O)N2CCOCC2)CCCCC1 | i | -1.3 | i
COCCCN(C(=S)Nc1cc(Cl)cc(Cl)c1)C(C)c1ccncc1 (stereo not given) | i | 0.2 | i
COC(=O)c1ccc(COc2ccccc2/C=C(\C#N)C(=O)NC(C)C)cc1 | i | nt | i
O=C(NC1=NCCS1)c1cccc(N2C(=O)c3ccccc3C2=O)c1 | i | 1.2 | i
CC(=O)N1c2ccc(S(=O)(=O)NCC3CCC(C(=O)N4CCC(C)CC4)CC3)cc2CC1C (stereo not given) | i | -1.0 | i
COc1ccc(C(C)N2CC34C=CC(O3)C(C(=O)O)C4C2=O)cc1 (stereo not given) | i | -0.4 | i
COCC(=O)NC1CCN(S(=O)(=O)c2ccc(C(=O)O)cc2)CC1 | i | -0.8 | i
Cc1cc(C)c(C#N)c(SCC(=O)Nc2ccc3c(c2)OCO3)n1 | i | -1.0 | i
O=S(=O)(NC1CCCCC1)c1cccs1 | i | -2.2 | i
CC(C)Oc1ccccc1/C=N/Nc1ccccc1[N+](=O)[O-] | i | -0.4 | i
CC(=O)c1cnc(SCCN2C(=O)c3ccccc3C2=O)nc1C | i | 0.5 | i
COc1ccc(CCNc2nc(-c3sc(N)nc3C)cs2)cc1OC | i | -0.1 | i
Cc1ccc(NC(=O)C2CCN(S(=O)(=O)c3ccc4[nH]c(=O)ccc4c3)CC2)c(C)c1 | i | 2.0 | i
CCOC(=O)c1ccc(NC(=O)c2ccc[n+]([O-])c2)cc1 | i | -0.8 | i
O=C(CSc1nc(C2CC2)nc2ccccc12)N1c2ccccc2Sc2ccc(C(F)(F)F)cc21 | i | -0.4 | i
COc1cccc(/C=N/NC(=O)CSCC(=O)Nc2ccccc2)c1O | i | 0.4 | i
